PTHR1 ag = agonists of human PTHR1 parathyroid hormone receptor; HEK293 GP2 PTHR1 cells, GloSensor cAMP luminescence, 1 h; actives 0.075% (n = 410,000); Q03431; Potency, µM (top dose mostly 115 µM), for the others: at the highest dose activation, hits mostly activators; AID 743266; note: potency is the fitted concentration of half-maximal effect; nearly all actives have a fitted effect of over 55% in size; some results filed as inactive show a strong effect at the top dose; inactives centre near -15; many of its hits are not listed in these tables
Target sequence (Q03431 whole entry, looked up): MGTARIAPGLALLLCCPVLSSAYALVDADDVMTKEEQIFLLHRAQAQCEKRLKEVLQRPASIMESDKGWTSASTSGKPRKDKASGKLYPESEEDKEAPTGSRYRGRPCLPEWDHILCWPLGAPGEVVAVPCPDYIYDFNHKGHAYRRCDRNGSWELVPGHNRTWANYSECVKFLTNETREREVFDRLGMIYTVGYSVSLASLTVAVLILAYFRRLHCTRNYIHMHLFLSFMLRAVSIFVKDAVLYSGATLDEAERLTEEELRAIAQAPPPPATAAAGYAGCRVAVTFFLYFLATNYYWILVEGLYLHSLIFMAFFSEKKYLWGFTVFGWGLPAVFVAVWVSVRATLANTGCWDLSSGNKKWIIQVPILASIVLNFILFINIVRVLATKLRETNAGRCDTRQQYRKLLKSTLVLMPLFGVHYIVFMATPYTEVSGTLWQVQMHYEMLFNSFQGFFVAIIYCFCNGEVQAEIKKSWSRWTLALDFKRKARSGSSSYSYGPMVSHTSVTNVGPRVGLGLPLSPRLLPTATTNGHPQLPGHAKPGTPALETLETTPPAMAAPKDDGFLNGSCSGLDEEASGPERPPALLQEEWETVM
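HEK-293-derived GP2 cells expressing PTHR1 and a GloSensor cAMP reporter, 3,000/well, plated overnight, given luciferin plus IBMX (each 0.5 mM as added) for 1 h at 37 °C, then compound for 1 h at 37 °C. Luminescence was read after 15 min at room temperature.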
D3 ag = activates the human D3 dopamine receptor. D3R DiscoveRx beta-arrestin cells, luminescence, 90 min. max activation, %. actives 0.58% (n = 410,000). AID 652048; in the data active = max activation above about 30%; note: 0% is about no effect; mostly tested at two doses, the higher about 12 µM
Target sequence (P35462 whole entry, looked up): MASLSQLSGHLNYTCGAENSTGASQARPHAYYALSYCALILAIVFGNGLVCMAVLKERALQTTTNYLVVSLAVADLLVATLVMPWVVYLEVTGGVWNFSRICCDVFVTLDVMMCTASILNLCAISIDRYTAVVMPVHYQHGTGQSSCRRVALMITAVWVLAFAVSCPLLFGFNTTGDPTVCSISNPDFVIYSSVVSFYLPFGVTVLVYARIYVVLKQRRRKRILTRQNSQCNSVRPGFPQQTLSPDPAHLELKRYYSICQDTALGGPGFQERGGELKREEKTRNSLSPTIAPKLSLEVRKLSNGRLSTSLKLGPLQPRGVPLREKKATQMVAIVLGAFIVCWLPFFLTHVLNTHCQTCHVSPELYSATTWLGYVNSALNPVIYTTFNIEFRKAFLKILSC
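Cells at 1500/well, incubated overnight, then treated with pinned compounds (dopamine as control) for 90 min at 37 degrees C. DiscoveRx reagent added for 30 - 60 minutes at room temperature; luminescence read.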
CCT chaperon mod = cytosolic chaperonin activity modulation. purified chaperonin ATPase assay, HTRF ADP detection, 30 min. activity change, % (no concentration beside the values), hits read low. actives 0.3% (n = 360,000); in the data active = activity change below about -30%; note: % is set by controls: 0 for no effect and ±100 for the full control effect
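Nucleotide hydrolysis assay: TRiC at 20–40 nM final (set by batch activity) with 10 uM ATP, 30 min at 37 °C, in presence of 76 uM compound. Detection by competitive ADP HTRF, 30 min ambient.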
EPAC2 antagonist = antagonists of human EPAC2; Potency, µM (titrated, usually from 114 µM), inactives show at the highest dose activity, negative = inhibition, most hits filed as inhibitors; AID 720708; actives 0.18% (n = 360,000); Q8WZA2; EPAC2 GEF exchange of Rap1B-BODIPY-GDP, fluorescence; note: potency is the fitted concentration of half-maximal effect; % is set by controls: 0 for no effect and ±100 for the full control effect; nearly all actives have a fitted effect of over 45% in size; many of its hits are not listed in these tables
D3 antag = antagonists of human D3 dopamine receptor; P35462; D3R cells, DiscoveRx beta-arrestin luminescence, antagonist mode; active compounds read low; max response, negative = inhibition, %; actives 2.5% (n = 360,000); AID 652054; in the data active = max response below about -50%; inconclusive = no clear call, values can overlap the other calls; note: % is set by controls: 0 for no effect and ±100 for the full control effect; mostly tested at two doses, the higher about 12 µM
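Cells plated overnight at 1500 cells/well, then exposed to library compounds with dopamine controls for 90 minutes at 37 degrees C. DiscoveRx reagent added for 30–60 minutes at room temperature; luminescence read, quantitative HTS format.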
Akt phos inh = Akt phosphorylation inhibition; Neuro2A IGF-stimulated pAkt S473 HTRF, 20 min; active compounds read low; activity change, % for hits at 50 µM; actives 0.32% (n = 360,000); AID 651550; in the data active = activity change below about -80%; inconclusive = mostly about -51% to -80%; note: % is set by controls: 0 for no effect and ±100 for the full control effect
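Neuro2A cells (4,500/well, DMEM with 0.5% FBS) were treated with compound at a single 50 µM final concentration, stimulated with 6 nM IGF for 20 min at 37 °C, and lysed. Phospho-Akt Ser473 was read by HTRF as 665/615 ratio ×10^4.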
Mm-Cpn inhibitor = inhibitors of Methanococcus maripaludis chaperonin (MmCpn). Potency, µM (series often up to 76.9 µM), for the others: at the highest dose activity, negative = inhibition, hits mostly inhibitors. purified Mm-Cpn ATPase, ADP Transcreener TR-FRET. AID 504842. actives 0.031% (n = 330,000); note: potency is the fitted concentration of half-maximal effect; % is set by controls: 0 for no effect and ±100 for the full control effect; nearly all actives have a fitted effect of over 80% in size
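Quantitative HTS used 25 nM Mm-CPN and 10 uM ATP in magnesium/KCl Tris buffer, pH 7.4, with 1 mM DTT. Hydrolysis ran 30 min at 37°C; ADP was read by HTRF.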
EPAC2 agonist = EPAC2 (human) agonism; Potency, µM (highest dose often 154 µM), without a hit: top-dose activation, hits mostly activators; Q8WZA2; EPAC2 activation, biochemical qHTS; response scale: 100% = 6.5 mM cAMP response; actives 0.079% (n = 360,000); note: potency is the fitted concentration of half-maximal effect; nearly all actives have a fitted effect of over 50% in size
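Each well held 100 nM EPAC2, 250 nM RAP1B-BODIPY-GDP and 50 uM GDP. Fluorescence, read at 5-min intervals to 30 min, was referenced to a 6.5 mM cAMP positive control.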
The depositor's hits bear a star; i = inactive; ? = inconclusive; . = no result given; & = joins results of further samples; [ ] = another dose, or the depositor's remark. Unless noted, calls come from the whole dose curve; as a rule, active = well fitted curve in the direction sought with a large enough effect; inconclusive = small, poorly fitted or top-dose-only effect, or another doubt; inactive = no such curve, though single readings can be large; an effect the other way counts as inactive or inconclusive.

SMILES	PTHR1 ag	D3 ag	CCT chaperon mod	EPAC2 antagonist	D3 antag	Akt phos inh	Mm-Cpn inhibitor	EPAC2 agonist
O=C(NC1CCCC1)c1ccc2nc(-c3ccco3)c(-c3ccco3)nc2c1	-8%	1	-0.3	-8%	8	i	0%	-18%
Cc1ccc(OCC(=O)NN=C2c3ccccc3-c3ccccc32)cc1	i	-18	0.2	4%	32	.	1%	-3%
CCN(CC)P(=O)(Nc1ccc([N+](=O)[O-])cc1)c1c(C)nn(CCC#N)c1NC(=O)c1ccc(Cl)cc1 (configuration not stated)	-2%	-1	-0.2	0%	-6	i	1%	7%
CCOc1ccc(NC(=O)c2ccc(F)c(S(=O)(=O)N3CCN(c4ccccn4)CC3)c2)cc1	-36%[inhibitor]	-2	0.9	-5%	-22	i	1%	4%
C/C(=N\Nc1cc(N2CCOCC2)ncn1)c1ccccc1	-13%	1	0.8	0%	1	i	1%	2%
O=C(COC(=O)c1ncc(Cl)c(Cl)c1Cl)Nc1cccnc1Cl	i	-5	-1.5	-14%	-16	i	3%	11%
O=C(NCc1nnc(SCC(=O)N2CCN(c3ccccc3)CC2)o1)c1ccco1	-2%[57.5 µM]	-1	0.1	3%	-6	i	-3%	2%
COC(=O)c1cccc(COC(=O)c2cccnc2SC)c1	-46%[inhibitor][57.5 µM]	4	1.6	-2%	8	i	-2%	25%
CC(C)(C)c1ccc(C(=O)O)c(C(=O)c2ccc(C(=O)O)cc2)c1	26%	0	-3.2	4%	0	i	-4%	9%
O=C(OCC#CCSc1nnc(-c2cccc3ccccc23)o1)c1cnc[nH]1	-43%[inhibitor]	.	.	-13%	.	.	3%&-2%	9%
Cc1cc2occ(CC(=O)N(C)CC(=O)Nc3ccccc3C(F)(F)F)c2cc1C	-24%	5	-3.7	-14%	-4	i	0%	7%
COc1ccc(-c2cnc3c(NC=O)cc(-c4cc(OC)c(OC)c(OC)c4)cn23)cc1OC	i	27	-0.9	-17%	-6	i	.	6%
O=C(NCc1ccc(F)cc1)C1CCC(CNc2c(N3CCOCC3)c(=O)c2=O)CC1 (configuration not stated)	i	2	1.5	11%	3	i	1%	7%
O=C(Nc1ccnc(=O)[nH]1)c1sc2ccccc2c1Cl	-36%[inhibitor]	-12	-1.7	12%	8	i	-3%	2%
O=C1NCCc2cc3c(cc21)OCO3	i	2	-3.8	7%	10	i	-1%	-1%
O=C(O)C(CCCCN1C(=O)C2C3C=CC(C3)C2C1=O)N1C(=O)C2C3C=CC(C3)C2C1=O (configuration not stated)	-6%	-13	-0.8	1%	-11	i	2%	12%
Cc1ccc2nc(-c3ccc(N4C(=N)SC5CS(=O)(=O)CC54)cc3)sc2c1 (configuration not stated)	i	3	-0.6	8%	14	i	-6%	-3%
CCOC(=O)Cn1cnc2sc(C(=O)OC)c(C)c2c1=O	-6%	3	-2.4	1%	6	i	1%	2%
CC(=O)Nc1ccc(OCC(=O)N2CCC(Cc3ccccc3)CC2)cc1	-36%[inhibitor]	2	-2.3	5%	10	i	0%	8%
O=C(N/N=C/C1CC2CCC1C2)c1c[nH]c2ccccc12 (configuration not stated)	-17%	-3	-1.2	-1%	?	i	3%	15%
COc1ccc(-c2cc(C(=O)NCCc3ccc(S(N)(=O)=O)cc3)c3ccccc3n2)cc1	-15%	-7	-4.8	-3%	-4	i	?	6%
Cc1cccc(NC(=S)NC(C)CCc2ccccc2)c1 (configuration not stated)	i	-3	-0.2	-13%	15	i	1%	17%
CC(=O)Nc1ccc(NC(=O)c2ccccc2Nc2ccccc2)cc1	i	-7	-0.5	-10%	-1	i	2%	-7%
NS(=O)(=O)c1ccc(NC(=O)COC(=O)c2cc([N+](=O)[O-])ccc2Cl)cc1	i	8	-2.6	-1%	-2	i	-2%	3%
CCc1cccc(C)c1NC(=O)CSc1n[nH]c(N)n1	-30%	0	-1.2	3%	-2	i	-2%	2%

(next part)
SMILES	PTHR1 ag	D3 ag	CCT chaperon mod	EPAC2 antagonist	D3 antag	Akt phos inh	Mm-Cpn inhibitor	EPAC2 agonist
Brc1ccccc1C1N=C(c2ccccc2)NO1 (configuration not stated)	i	8	1.3	-11%	6	i	3%	-6%
CCOc1ccc(NC(=O)CCc2nnc3ccc(N4CCN(C)CC4)nn23)cc1	-9%	1	2.6	0%	1	i	2%	1%
Cn1nnc(NC(=S)NC(=O)Cc2ccccc2)n1	i	-12	0.6	3%	-64*	i	0%	14%
CCC(=O)Nc1ccc2c(c1)nc(CCN1CCN(C)CC1)n2C	i	-8	-1.0	17%	-19	i	-2%	-4%
O=C(NC(=S)Nc1ccc(S(=O)(=O)Nc2nccs2)cc1)c1ccc(Br)o1	-25%	-1	-2.6	-1%	?	i	-1%	9%
CN(C(=O)c1ccc(Br)o1)C1CCS(=O)(=O)C1 (configuration not stated)	i	4	1.5	-1%	2	i	0%	13%
COC(=O)c1ccc(C(=O)OCc2nc3cc4ccccc4cc3[nH]2)cc1	-6%[57.5 µM]	1	-3.2	11%	-7	i	2%	8%
CC12CCC(C(=O)Nc3ccccc3Cl)(C(Br)C1=O)C2(C)C (configuration not stated)	i	2	0.8	0%	9	i	0%	-6%
COc1ccccc1CNC(=O)C1(C)CCCCN1C (configuration not stated)	11%	10	1.5	12%	20	i	.	2%
COC(=O)c1cc(NC(=O)c2cccnc2)ccc1N1CCOCC1	i	1	-1.6	2%	16	i	-8%	11%
Cc1ccc(C(=O)CN2C(=O)c3ccccc3S2(=O)=O)cc1	-37%[inhibitor]	16	-2.0	2%	0	i	-1%	3%
CCCC(=O)Nc1c(O)c2ccccc2[nH]c1=O	-59%[inhibitor][57.5 µM]	-4	-0.7	6%	-18	i	4%	-2%
Cc1cc(C)c(-c2c(O)c3cccnc3n(C)c2=O)c(C)c1	i	-1	0.0	6%	-2	i	.	15%
Nc1c(C(=O)NCCc2ccccc2)sc2nc(N3CCOCC3)c3c(c12)CCCC3	-2%	3	0.8	13%	2	i	-3%	2%
O=C(Nc1ccccc1N1CCCCC1)c1ccc(-c2cc(Cl)ccc2Cl)o1	i	5	-0.7	-4%	9	i	.	4%
Cc1ccc(NC(=O)c2ccc(NS(=O)(=O)c3cccc4cccnc34)cc2)cc1	-14%	1	1.6	-3%	0	i	1%	10%
O=C(Nc1cc(C(=O)N2CCCC2)ccc1N1CCCC1)c1ccccc1	21%[57.5 µM]	1	4.3	21%	15	i	1%	6%
Cc1nc(-c2ccc(NC(=O)C(C)(C)C)cc2)c(-c2ccccc2)o1	-24%	11	-1.4	0%	21	i	-4%	-5%
O=C(COC(=O)c1cccc(S(=O)(=O)N2CCCC2)c1)Nc1ccccc1C(F)(F)F	i	1	1.4	3%	6	i	0%	14%
C/C(=N\Nc1ccc(S(=O)(=O)Nc2ccc(Cl)cc2)cc1[N+](=O)[O-])c1ccc(N2CCOCC2)cc1	i	-1	-4.6	-2%	?	i	1%	0%
CCN(CC)CC(O)CCCCCCCCC(=O)OC (configuration not stated)	i	-18	2.6	6%	1	i	0%	0%
CCOC(=O)Cc1csc(/N=C/c2c(O)n(-c3ccc(C)cc3C)c(=O)c3ccccc23)n1	i	3	-30	1%	3	i	-5%	2%
CC(C)c1ccc2oc(=O)cc(CN3CCN(c4ccccc4)CC3)c2c1	i	-10	-3.4	-7%	-8	i	-1%	12%
O=C(CC1SC(=Nc2ccccc2F)N(CCN2CCOCC2)C1=O)Nc1ccc(F)cc1F (configuration not stated)	-25%	-2	-1.6	-8%	-11	i	0%	16%
O=C(CCn1c(=O)[nH]c2ccccc2c1=O)NCCSCc1ccccc1	-14%	-4	-4.9	16%	9	i	-2%	-1%

Next section, overlapping the part above by 2 compounds.
SMILES	PTHR1 ag	D3 ag	CCT chaperon mod	EPAC2 antagonist	D3 antag	Akt phos inh	Mm-Cpn inhibitor	EPAC2 agonist
O=C(CC1SC(=Nc2ccccc2F)N(CCN2CCOCC2)C1=O)Nc1ccc(F)cc1F (configuration not stated)	-25%	-2	-1.6	-8%	-11	i	0%	16%
O=C(CCn1c(=O)[nH]c2ccccc2c1=O)NCCSCc1ccccc1	-14%	-4	-4.9	16%	9	i	-2%	-1%
CN1CCN(c2ccc(NC(=O)c3ccc(-c4cccc([N+](=O)[O-])c4)o3)cc2)CC1	i	-11	-2.2	1%	-17	i	-1%	7%
CC(=O)Oc1cc(O)c2c(c1)OC(c1ccc(OC(C)=O)c(OC(C)=O)c1)C(OC(C)=O)C2=O (configuration not stated)	?	4	-4.0	-10%	-3	i	1%	6%
Cc1cccc(-n2nnc(C(=O)NCc3ccccc3)c2N)c1	-25%	1	0.2	8%	-13	i	1%	-12%
COC(=O)n1c(SC)nc2ccccc21	-21%	-4	1.4	2%	6	i	-23%	2%
CCOc1ccc(OCC(=O)Nc2nccs2)cc1	-37%	3	1.0	2%	9	i	2%	-1%
O=C(CSc1nc2[nH]ncc2c(=O)[nH]1)Nc1ccccc1	-16%	-4	-3.1	3%	-7	i	-1%	9%
COc1cccc(OC)c1C(=O)NC(C)c1ccccc1 (configuration not stated)	11%[57.5 µM]	4	0.1	0%	9	i	0%	0%
Cc1ccc(C)c(N2C(=O)CS/C2=N\NC(=O)c2ccccc2Cl)c1	i	0	0.5	2%	15	i	1%	12%
O=c1c2ccccc2nc(SCc2ccccc2)n1CC1CCCO1 (configuration not stated)	-31%[inhibitor]	-9	0.1	?	5	i	1%	4%
CNC(=O)c1cc(S(=O)(=O)Nc2ccc3c(c2)OCCO3)ccc1C	-7%	3	-1.8	-4%	20	i	1%	9%
CCn1cnc2cc(NC(=O)c3ccc(C)cc3)ccc21	-11%	3	-0.6	-12%	2	i	-1%	2%
CS(=O)(=O)NCCNC(=O)c1cc(OCC(F)(F)F)ccc1OCC(F)(F)F	-60%[inhibitor]	-1	-0.7	1%	10	i	-3%	1%
Cc1onc(-c2ccccc2Cl)c1C(=O)Nc1ccc(-c2nnc3n2CCCCC3)cc1	-13%[57.5 µM]	1	-1.5	-1%	-3	i	0%	9%

As entered above.
Mm-Cpn inhibitor, `CS(=O)(=O)NCCNC(=O)c1cc(OCC(F)(F)F)ccc1OCC(F)(F)F` is entered as -3%
EPAC2 antagonist, `Cc1onc(-c2ccccc2Cl)c1C(=O)Nc1ccc(-c2nnc3n2CCCCC3)cc1` is entered as -1%
D3 antag, `CCn1cnc2cc(NC(=O)c3ccc(C)cc3)ccc21` is entered as 2

Screening data as filed in PubChem.

This is a subset; rates above refer to the full screens.
